Screening results (PubChem BioAssay)
L3MBTL1 block: L3MBTL1 (human) inhibition. Q9Y468. AlphaScreen L3MBTL1–H3K9me1 peptide binding. Potency, µM (highest dose often 57.1 µM), without a hit: at the top dose activity, negative = inhibition, most hits filed as inhibitors. 0.66% of 230,000 active. AID 485360; further: nearly all actives have a fitted effect of over 60% in size
Target sequence (Q9Y468 whole entry, looked up): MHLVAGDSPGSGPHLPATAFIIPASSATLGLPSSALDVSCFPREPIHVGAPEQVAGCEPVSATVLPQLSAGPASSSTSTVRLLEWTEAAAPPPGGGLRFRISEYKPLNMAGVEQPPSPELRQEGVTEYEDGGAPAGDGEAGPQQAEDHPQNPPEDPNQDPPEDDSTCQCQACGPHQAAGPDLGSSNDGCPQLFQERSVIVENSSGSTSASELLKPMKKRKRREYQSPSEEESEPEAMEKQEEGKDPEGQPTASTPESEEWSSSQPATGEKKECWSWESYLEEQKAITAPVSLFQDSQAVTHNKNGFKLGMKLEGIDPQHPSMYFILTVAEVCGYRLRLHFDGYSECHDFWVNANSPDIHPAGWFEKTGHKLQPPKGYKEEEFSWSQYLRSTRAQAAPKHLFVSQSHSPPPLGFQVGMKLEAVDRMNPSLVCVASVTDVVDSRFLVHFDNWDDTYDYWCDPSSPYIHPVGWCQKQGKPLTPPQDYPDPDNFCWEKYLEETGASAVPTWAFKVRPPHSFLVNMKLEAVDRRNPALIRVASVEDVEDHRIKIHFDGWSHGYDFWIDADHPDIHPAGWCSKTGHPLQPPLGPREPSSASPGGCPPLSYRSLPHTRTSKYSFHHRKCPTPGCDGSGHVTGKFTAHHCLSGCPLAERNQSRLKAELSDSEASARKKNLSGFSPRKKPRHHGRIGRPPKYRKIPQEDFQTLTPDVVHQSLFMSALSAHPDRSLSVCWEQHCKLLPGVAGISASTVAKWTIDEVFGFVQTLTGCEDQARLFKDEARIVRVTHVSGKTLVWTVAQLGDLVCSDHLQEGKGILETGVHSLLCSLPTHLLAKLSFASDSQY
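AlphaScreen assay: L3MBTL1 (50 nM final) was preincubated 30 min at room temperature with biotinylated H3(1-15)K9me1 peptide (75 nM final), then 30 min with library compounds; streptavidin donor and nickel chelate acceptor beads (10 ug/mL final) added, 30 min dark.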
Tau FP inhib: tau fibrillization inhibition (FP); P10636; K18 P301L tau heparin fibrillization, Alexa594 FP, 6 h; Potency, µM (series often up to 57.7 µM), for inactives: at the top dose activity, negative = inhibition, hits mostly inhibitors; 0.39% of 280,000 active; further: nearly all actives have a fitted effect of over 55% in size
Target sequence (P10636 561-689 P618L limits assumed): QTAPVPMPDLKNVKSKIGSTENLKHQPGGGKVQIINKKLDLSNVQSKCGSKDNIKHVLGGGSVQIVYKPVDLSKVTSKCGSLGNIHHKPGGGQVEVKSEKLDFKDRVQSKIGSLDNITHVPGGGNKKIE
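FP of Alexa 594-tau after heparin (20 uM) induction. Substrate: human K18 P301L, 15 uM unlabeled, 0.24 uM labeled. Buffer 100 mM sodium acetate pH 7. 6 hr, 37 C.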
TexasRed fluor: alters Texas Red total fluorescence, flagging assay interference | TRb/SRC2 Texas Red total fluorescence interference | Potency, µM (titrated, usually from 106 µM), for the others: top-dose fluorescence change, negative = quenching | 0.29% of 280,000 active; active means well fitted curve in either direction with a large enough effect; inconclusive means small, poorly fitted or top-dose-only effect
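Human TRβ ligand-binding domain (0.6 uM) and Texas Red SRC2 peptide (20 nM) in Tris buffer with 1 uM T3 and 5% DMSO were incubated with pinned compound for 5 hr at ambient temperature. Total fluorescence was computed as S + 2P (555/632 nm).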
Tau fluor counter: counter-screen for tau fibril formation inhibitors. tau K18 P301L Alexa594 fluorescence, heparin fibrillization. Potency, µM (series often up to 57.7 µM), inactives show at the top dose activity change, negative = decrease. 0.93% of 280,000 active; further: nearly all actives have a fitted effect of over 55% in size
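Human K18 P301L tau (15 uM unlabeled plus 0.24 uM Alexa 594-labeled, final) in 100 mM sodium acetate pH 7 was mixed with compound and 20 uM heparin and incubated 6 hr at 37 C.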
Tau fibril ThT: tau fibrillization inhibition (ThT binding). P10636. AID 1460. 2.1% of 270,000 active. Potency, µM (highest dose often 57.4 µM), inactives show top-dose activity, negative = inhibition, hits mostly inhibitors. recombinant tau K18 P301L, heparin-induced fibrillization, ThT fluorescence; further: nearly all actives have a fitted effect of over 55% in size
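ThT emission at 510 nm, taken 1 hr after adding 30 uM dye, quantifies aggregates formed when 20 uM heparin acts on human tau K18 P301L for 6 hr at 37 C.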
TRb-SRC2 inh: TRbeta-SRC2 interaction inhibition; P10828; TRbeta-SRC2 peptide binding, fluorescence polarization; receptor liganded with 1 µM T3; Potency, µM (series often up to 106 µM), without a hit: top-dose activity change, negative = inhibition, most hits filed as inhibitors; 0.065% of 280,000 active; AID 1469;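 further: plate controls were bound peptide for no effect and peptide without receptor for full effect; nearly all actives have a fitted effect of over 50% in size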
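Human TRb ligand-binding domain (0.6 uM) is mixed with 20 nM Texas Red SRC2 peptide and 1 uM T3; after compound addition and 5 hr at ambient temperature, polarization is measured and normalized to unbound and bound controls.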
aGal spleen mod: inhibits or activates alpha-galactosidase in human spleen homogenate; P06280; human spleen homogenate, 4MU-alpha-Gal fluorescence, 40 min; Potency, µM (top dose mostly 80 µM), for inactives: at the highest dose activity change, negative = inhibition, hits mostly inhibitors; 0.008% of 240,000 active;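 further: 0% = enzyme with vehicle and -100% = no enzyme basal signal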
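Human spleen homogenate (1 ug) was the enzyme source, with 4-methylumbelliferyl-alpha-D-galactopyranoside (1 mM final) in pH 5.0 citrate buffer with 0.01% Tween-20. Compounds were titrated; after 40 min at 37C, NaOH/glycine stop, 4-MU fluorescence read; AC50 from Hill fits.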
ALDH1A1 block: ALDH1A1 (human) enzyme inhibition. AID 1030. Purified ALDH1A1, NADH fluorescence, propionaldehyde substrate. 7.3% of 220,000 active. P00352. Potency, µM (highest dose often 75.3 µM), without a hit: top-dose activity, negative = inhibition, usual class: inhibitors; active means well fitted inhibition curve with a large enough effect, not every such curve was filed as active; inconclusive means small, poorly fitted or top-dose-only effect, or another doubt; inactive means no such curve, though single readings can be large or run the other way;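 further: plate controls were no enzyme wells and a reference inhibitor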
* = called active by the depositor; ? = inconclusive; . = no result given; [ ] = remark or other dose. Unless noted, the call rests on the fitted dose curve; in most records, active means well fitted curve in the direction sought with a large enough effect; inconclusive means small, poorly fitted or top-dose-only effect, or another doubt; inactive means no such curve, though single readings can be large; an effect the other way counts as inactive or inconclusive. Unless noted, on the % scale 0 is the no-effect control and ±100 the full control effect; potency means the concentration at half of the fitted maximal effect.

SMILES | L3MBTL1 block | Tau FP inhib | TexasRed fluor | Tau fluor counter | Tau fibril ThT | TRb-SRC2 inh | aGal spleen mod | ALDH1A1 block
COc1ccccc1NS(=O)(=O)c1cc(NC(=O)c2ccncc2)ccc1N1CCCC1 | -17% | 1% | -2% | 22µM*[quencher] | ? | 4% | 1% | 11µM*
Cc1cccc(Nc2nc(N)nc(CC(=O)CSc3ccc(Cl)cc3)n2)c1 | 7% | -8% | -5% | -12% | -6% | 1% | -2% | -15%
O=S(=O)(N/N=C/c1ccccc1F)c1ccccc1 | . | -9% | 2% | -12% | -14% | 3% | 2% | -4%
O=C(c1ccco1)N1CCN(C(=O)c2ccccc2[N+](=O)[O-])CC1 | 10% | -2% | 1% | 12% | 14% | -4% | -5% | -2%
Cn1cnnc1SCC(=O)Nc1ccc(N2CCOCC2)cc1 | 0% | ? | -1% | 4% | -4% | -4% | -1% | -10%
O=C(NCCN1C(=O)C2C3C=CC(C3)C2C1=O)N1CCCCC1 (stereo not given) | 5% | -3% | 1% | 13% | 10% | -13% | 1% | -8%
NC1=NC(c2cccc(O)c2)n2c(nc3ccccc32)N1 (stereo not given) | 1% | 1% | 3% | -4% | -2% | -7% | 12% | 5%
N#C/C(=C\c1cccs1)C(=O)Nc1ccccn1 | -8% | 0% | -8% | -13% | -17% | -2% | 1% | .
COc1cccc(NC(=O)CSc2nc(N)cc(N)n2)c1 | . | -6% | -4% | -3% | -6% | -1% | 3% | -11%
CCOC(=O)N1CC=C2C(C#N)=C(N)C(C#N)(C#N)[C@H](c3ccc(OC(C)C)c(OCC)c3)[C@H]2C1 | . | ? | 3% | -18% | ? | 2% | -12% | ?
CCOC(=O)CSc1nc(N)c(C#N)c(CC(C)C)c1C#N | 5% | -9% | -2% | -17% | -15% | -13% | -6% | ?
CCC(C)(c1ccc(C(=O)OC)s1)c1ccc(C(=O)OC)s1 | 127%[activator] | -8% | 1% | -11% | -13% | -19% | -4% | -9%
c1ccc(-c2cnn3c(-c4ccccc4)c(-c4ccccc4)nc3n2)cc1 | 25% | -1% | -2% | -6% | -8% | -1% | -4% | -2%
COc1ccc(S(=O)(=O)N2CCCN(S(=O)(=O)c3ccc(OC)cc3C)CC2)c(C)c1 | 7% | 5% | -1% | -18% | 1% | -4% | -5% | 11%
c1ccc2c(c1)CSc1sccc1C2=C1CCNCC1 | -15% | 0% | 0% | 3% | -9% | 1% | 0% | 2%
Cc1ccc(OCCCC(=O)Nc2sc3c(c2C(N)=O)CCC(C)C3)cc1 (stereo not given) | . | -14% | 8% | -5% | -15% | -1% | . | .
CCCCC(=O)Nc1nnc(S(=O)(=O)N2CCCCCC2)s1 | . | 1% | 4% | ? | ? | -5% | . | .
Cc1cccc(NC(=O)C2CCC(CNS(=O)(=O)c3ccc(Br)s3)CC2)c1 (stereo not given) | . | ? | -2% | -28% | -5% | -1% | . | .
O=c1c2c(-c3ccc([N+](=O)[O-])cc3)csc2nc2n1CCC2 | -4% | -4% | 2% | 3% | -1% | -4% | 6% | 7.1µM*
CCC[n+]1c(C)sc2c(OC)ccc(OC)c21 | . | 32µM* | -6% | -20% | 35µM* | -5% | 7% | 7%
CCN(CC)c1ccc2c(C)c(Cl)c(=O)oc2c1 | 11% | -3%[2.34 µM] | -1% | -1%[2.34 µM] | -3% | -6% | 10% | ?
OC(COC(c1ccc(F)cc1)c1ccc(F)cc1)CN1CCc2ccccc2C1 (stereo not given) | 0% | 2% | 0% | -14% | -14% | 0% | -2% | -10%
CC(=O)Nc1ccc(NC(=O)COC(=O)C2(c3ccc(Cl)cc3)CCCC2)cc1 | 3% | ? | -1% | ? | -15% | 0% | -7% | ?
CCc1ccc2c(c1)/C(=C/C(=O)c1cccs1)C(=O)N2 | -2% | 7% | 0% | -28% | ? | -3% | 5% | ?
COC(=O)CCSCc1cn2cc(Cl)ccc2n1 | 3% | 2% | 3% | 2% | -11% | -5% | 1% | 11%
Continuation:
SMILES | L3MBTL1 block | Tau FP inhib | TexasRed fluor | Tau fluor counter | Tau fibril ThT | TRb-SRC2 inh | aGal spleen mod | ALDH1A1 block
O=C(CSc1nc2ccccc2s1)Nn1cnnc1 | . | -4% | -8% | -7% | -10% | -4% | -1% | -6%
CC(C)(C)C1CCc2c(sc3nc(SCC(=O)O)nc(N)c23)C1 (stereo not given) | 5% | -7% | -2% | -11% | ? | -4% | 5% | .
O=C(Nc1cc(S(=O)(=O)N2CCOCC2)ccc1N1CCCC1)c1ccc2c(c1)S(=O)(=O)c1ccccc1C2=O | -13% | ? | 1% | ? | 25µM* | -8% | 4% | 2.2µM*
Cc1ccsc1C(=O)Nc1ccc(O)c(-c2nc3ccccc3s2)c1 | -13% | 2% | -3% | ? | ? | 1% | -17% | 1%
C#CCOCCOCCOCCNc1nc(N2CCN(C(=O)C([C@@H](C)CC)n3cc(C(N)CO)nn3)CC2)nc(N2CCN(C(=O)[C@H](CCC(=O)O)n3cc(C(N)Cc4ccc(O)cc4)nn3)CC2)n1 (stereo not given in full) | . | 1% | 0% | 9% | 4% | -4% | 0% | .
CN1CCN(S(=O)(=O)c2ccc(Br)c3nsnc23)CC1 | . | 0% | -1% | -5% | -12% | -24% | -3% | -1%
CCN(CC)C(=O)C1CCCN(Cc2sccc2C)C1 (stereo not given) | . | -9% | -1% | -8% | -13% | -3% | -2% | ?
Nc1ccc2oc(Cc3ccc(Cl)cc3)nc2c1 | . | ? | -7% | ? | 22µM* | -6% | . | .
O=C(O)c1cccc(S(=O)(=O)N2Cc3ccccc3C2)c1 | -7% | 1% | 0% | 1% | -1% | -10% | 1% | ?
O=C(c1cccc(-n2cnnn2)c1)N1CCOCC1 | . | 1% | -1% | -1% | 2% | -5% | 2% | 11%
CC[C@@H](c1ccccc1)n1c(=O)n2n(c1=O)[C@H]1[C@H](O)[C@H]3O[C@@H]3/C(=N/OCC(C)C)[C@@H]1CC2 | . | -6%[11.6 µM] | -3%[11.2 µM] | -10%[11.6 µM] | -10%[11.5 µM] | 0%[11.2 µM] | 0%[17.5 µM] | 10%[13.5 µM]
Cc1[nH]n(-c2ccccc2)c(=O)c1/C=C1\C=NN=C1c1ccccc1 | -24% | -6% | -1% | ? | ? | -10% | 11% | .
S=C(Nc1ccc(Br)cc1)N1CCN(C2CCCCC2)CC1 | 1% | -1% | 2% | -13% | -7% | -8% | 1% | 7%
CC(OC(=O)c1ccc(Cl)c(S(=O)(=O)N2CCc3ccccc32)c1)C(=O)Nc1ncc(Cl)cc1Cl (stereo not given) | -11% | -2% | 1% | -23% | -10% | -1% | 2% | 25µM*
COc1ccc(C(=O)N=c2sc3cc(Cl)ccc3n2C)cc1 | . | 0% | ? | -3% | -18% | 1% | . | .
O=C(N/C=C\n1cnc2cc(C(F)(F)F)ccc21)c1ccc([N+](=O)[O-])cc1 | 6% | 11% | 1% | -27% | ? | 1% | 13% | -1%
N#Cc1ccccc1CN1C(=O)S/C(=C/c2cccn2-c2cccc(C(=O)O)c2)C1=O | 22µM* | -4% | -2% | -12% | ? | 7% | 1% | ?
Nc1cc(C(F)(F)F)cc2c1SCC(=O)N2 | 1% | 3% | 2% | 3% | 3% | 2% | -5% | 11%
C=C(C)CNC(=S)N/N=C/c1ccco1 | . | -6% | -2% | -11% | -10% | 9% | -4% | .
Cc1cc(F)ccc1NCc1ccc([N+](=O)[O-])cc1 | . | 5% | 0% | ? | ? | -5% | -2% | 8%
CCc1nnc(NC(=O)NC(C)(C)C)s1 | . | 7% | -8% | 9% | 9% | 0% | 3% | ?
CN1CCN(c2ccc(S(=O)(=O)N3CCCCC3)cc2NC(=O)c2ccc(C#N)cc2)CC1 | -11% | -4% | -1% | -4% | 3% | -6% | -1% | -7%
COC(=O)c1[nH]c2cc(C)ccc2c1NC(=O)CN1CCCc2ccccc21 | -14% | ? | -3% | ? | ? | 1% | 6% | -5%
CC(=O)OC1CCC2(C)C(=CCC3C2CCC2(C)C3C[C@@H]3O[C@]32C(C)=O)C1 (stereo not given in full) | . | 2% | 0% | -8% | -10% | 0% | 4% | 0%
O=C(Nc1ccccc1C(F)(F)F)c1cc(-c2cccc(O)c2)on1 | -1% | -4% | -1% | -16% | -15% | 3% | -11% | ?
COc1ccc(NC(=O)CC2C(=O)N(c3ccc(OC)cc3)C(=O)N2CCN2CCN(C)CC2)cc1 (stereo not given) | 5% | 3% | 0% | 4% | -3% | 5% | -8% | 11%
CC(C)C1Nc2c(C(=O)O)cccc2C(Nc2ccccc2C(=O)O)C1(C)C (stereo not given) | -2% | -2% | -2% | -3% | -9% | -1% | ? | ?

Part of the list above, showing only Tau FP inhib.
Molecule	Tau FP inhib
Cc1cccc(Nc2nc(N)nc(CC(=O)CSc3ccc(Cl)cc3)n2)c1	-8%
O=S(=O)(N/N=C/c1ccccc1F)c1ccccc1	-9%
O=C(c1ccco1)N1CCN(C(=O)c2ccccc2[N+](=O)[O-])CC1	-2%
Cn1cnnc1SCC(=O)Nc1ccc(N2CCOCC2)cc1	?
O=C(NCCN1C(=O)C2C3C=CC(C3)C2C1=O)N1CCCCC1 (stereo not given)	-3%
NC1=NC(c2cccc(O)c2)n2c(nc3ccccc32)N1 (stereo not given)	1%
N#C/C(=C\c1cccs1)C(=O)Nc1ccccn1	0%

Entries of single compounds, quoted from the list. Order of screens: L3MBTL1 block, Tau FP inhib, TexasRed fluor, Tau fluor counter, Tau fibril ThT, TRb-SRC2 inh, aGal spleen mod, ALDH1A1 block
CCc1nnc(NC(=O)NC(C)(C)C)s1 reads ., 7%, -8%, 9%, 9%, 0%, 3%, ?
CC[C@@H](c1ccccc1)n1c(=O)n2n(c1=O)[C@H]1[C@H](O)[C@H]3O[C@@H]3/C(=N/OCC(C)C)[C@@H]1CC2 reads ., -6%[11.6 µM], -3%[11.2 µM], -10%[11.6 µM], -10%[11.5 µM], 0%[11.2 µM], 0%[17.5 µM], 10%[13.5 µM]
Cc1cc(F)ccc1NCc1ccc([N+](=O)[O-])cc1 reads ., 5%, 0%, ?, ?, -5%, -2%, 8%
N#Cc1ccccc1CN1C(=O)S/C(=C/c2cccn2-c2cccc(C(=O)O)c2)C1=O reads 22µM*, -4%, -2%, -12%, ?, 7%, 1%, ?
